RXFP1 agonist = agonists of human relaxin receptor RXFP1; HEK293T-RXFP1 cAMP TR-FRET, 30 min; response scale: percent of porcine relaxin response, buffer zero; Potency, µM (highest dose often 57.5 µM), for the others: top-dose activation, usual class: activators; hit rate 0.3% among 370,000; note: potency is the fitted concentration of half-maximal effect; % is set by controls: 0 for no effect and ±100 for the full control effect; nearly all actives have a fitted effect of over 60% in size; many of its hits are not listed in these tables
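HEK293T cells stably expressing RXFP1 were pretreated with the PDE4 inhibitor Ro 20174, exposed to compounds for 30 min at 37C, lysed, and cAMP was read by TR-FRET. Data normalized to buffer (basal) and 29 nM porcine relaxin (100%).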
TRHR PAM = allosterically enhances the human TRH receptor | TRHR cells, fluo-8 calcium fluorescence, EC20 TRH enhancement | enhancement, % at 2 µM | hit rate 0.66% among 360,000; in the data active = enhancement above about 30%; note: 0% is about no effect
Target sequence (P34981 whole entry, looked up): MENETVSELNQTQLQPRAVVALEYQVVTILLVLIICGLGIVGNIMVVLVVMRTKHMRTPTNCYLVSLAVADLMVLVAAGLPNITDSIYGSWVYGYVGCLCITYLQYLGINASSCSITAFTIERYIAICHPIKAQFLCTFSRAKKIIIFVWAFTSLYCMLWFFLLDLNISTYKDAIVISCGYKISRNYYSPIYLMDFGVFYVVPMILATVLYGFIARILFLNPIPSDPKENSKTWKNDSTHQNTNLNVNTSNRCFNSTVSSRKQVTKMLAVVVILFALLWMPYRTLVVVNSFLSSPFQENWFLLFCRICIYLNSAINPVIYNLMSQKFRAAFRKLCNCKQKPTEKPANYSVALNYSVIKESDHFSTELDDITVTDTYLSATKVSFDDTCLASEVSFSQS
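Enhancer read-out: after compound pinning and an initial kinetic agonist-mode read, an EC20 of TRH (10 nM final) was injected and fluo-8 calcium signal (Ex 480/Em 530) followed at 1 s/cycle for 100 cycles in TRHR-expressing cells.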
TRHR agonist = activates the human TRH receptor | P34981 | TRHR cells, calcium flux fluo-8, FDSS agonist mode | activation, % at 2 µM | hit rate 0.18% among 360,000 | AID 493084; in the data active = activation above about 30%; note: 0% is about no effect
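TRHR-expressing cells, plated overnight in medium with 10% serum, were loaded with fluo-8 calcium dye at room temperature. After a 10 s baseline, library compound was pin-added and calcium release was recorded kinetically (ex 480/em 530) as agonist response.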
D1 antag = blocks dopamine activation of the human D1 receptor; HEK293 TREx D1 cells, calcium flux, dopamine EC80; active compounds read low; P21728; activity change, negative = inhibition, % at 10 µM; hit rate 3.2% among 360,000; in the data active = activity change below about -30%; note: % is set by controls: 0 for no effect and ±100 for the full control effect
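Tetracycline-induced HEK293 T-REx cells with force-coupled D1 receptor were loaded with a no-wash calcium dye. Compound was added after a 10 s baseline and read kinetically for 180 s; EC80 dopamine was then added and calcium flux followed another 180 s.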
Anesthetic bind = candidate novel general anesthetic via apoferritin binding. P02791. AID 485281. Potency, µM (titrated, usually from 77.5 µM), for inactives: top-dose activity change, negative = displacement, hits mostly inhibitors. hit rate 0.074% among 350,000. apoferritin/1-aminoanthracene competitive binding, fluorescence; note: potency is the fitted concentration of half-maximal effect; % is set by controls: 0 for no effect and ±100 for the full control effect; nearly all actives have a fitted effect of over 20% in size
Target sequence (P02791 2-175 limits assumed): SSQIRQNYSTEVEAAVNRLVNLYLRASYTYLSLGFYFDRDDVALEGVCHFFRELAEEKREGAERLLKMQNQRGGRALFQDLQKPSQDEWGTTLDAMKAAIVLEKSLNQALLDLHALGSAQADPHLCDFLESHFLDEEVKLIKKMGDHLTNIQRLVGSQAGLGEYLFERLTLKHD
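10 uM apoferritin + 50% sat. 1-AMA, PBS; cpd 10 min RT; Ex380/Em535 endpoint; normalized to free probe vs complex; 4-param Hill fit; propofol titration as pos. ctrl.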
D2 potentiator = positively modulates the human D2 dopamine receptor allosterically. HEK293 T-REx D2, calcium flux, EC20 dopamine potentiation. hit rate 0.34% among 340,000. AID 485347. potentiation, % at 10 µM;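 active = potentiation over 3 SD above the plate norm, cut at about 30% in these data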; note: 0% is about no effect
Target sequence (P14416 whole entry, looked up): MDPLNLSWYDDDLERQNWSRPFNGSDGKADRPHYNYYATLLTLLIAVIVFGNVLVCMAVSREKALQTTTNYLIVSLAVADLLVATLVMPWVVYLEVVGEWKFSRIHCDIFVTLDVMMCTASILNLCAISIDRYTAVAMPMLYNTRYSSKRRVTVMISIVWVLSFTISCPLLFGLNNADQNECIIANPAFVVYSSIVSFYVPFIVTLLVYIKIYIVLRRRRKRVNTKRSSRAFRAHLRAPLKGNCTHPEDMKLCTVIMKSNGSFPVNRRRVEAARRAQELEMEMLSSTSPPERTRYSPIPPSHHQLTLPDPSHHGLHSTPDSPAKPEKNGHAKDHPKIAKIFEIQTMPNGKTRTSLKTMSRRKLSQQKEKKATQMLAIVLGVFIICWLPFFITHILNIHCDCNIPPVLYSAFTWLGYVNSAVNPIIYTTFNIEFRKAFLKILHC
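Potentiation of an EC20 dopamine calcium response is measured in a force-coupled, tetracycline-inducible Hek293 Trex D2 line. Compound-only kinetic reads over 180 s flag agonists before dopamine addition.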
D1 PAM = human D1 dopamine receptor positive modulation; P21728; HEK293 TREx D1 cells, calcium flux, dopamine EC20 potentiation; potentiation, % at 10 µM; hit rate 0.036% among 360,000; AID 504651; in the data active = potentiation above about 30%; note: 0% is about no effect
D1 ag = human D1 receptor agonism; HEK293 T-REx D1 cells, calcium flux, agonist mode; activation, % at 2 µM; P21728; hit rate 1% among 360,000; in the data active = activation above about 30%; note: 0% is about no effect
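Inducible HEK293 T-REx D1 cells, force-coupled to calcium signalling, were plated at 4000 cells/well with tetracycline and held overnight at 30 C. After no-wash calcium dye loading, compound-evoked calcium rise over 180 s flagged agonists.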
RXFP1 antag = RXFP1 (human) relaxin receptor antagonism; HEK293-RXFP1, relaxin-stimulated cAMP HTRF, 30 min; active compounds read low; activity change, negative = inhibition, % at 57.5 µM; hit rate 0.59% among 350,000; AID 1259400;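 active = activity change of -60% or lower, but not beyond a set lower limit; inconclusive = change between -60% and -40%, or beyond the set limit; inactive = change above -40%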; note: % is set by controls: 0 for no effect and ±100 for the full control effect
An asterisk follows results filed as active; ? = inconclusive; · = not tested or not shown; & = joins results of further samples. Unless noted, calls come from the whole dose curve; as a rule, active = well fitted curve in the direction sought with a large enough effect; inconclusive = small, poorly fitted or top-dose-only effect, or another doubt; inactive = no such curve, though single readings can be large; an effect the other way counts as inactive or inconclusive. Some of the compounds tested; the hit share may differ from the screen's.

SMILES	RXFP1 agonist	TRHR PAM	TRHR agonist	D1 antag	Anesthetic bind	D2 potentiator	D1 PAM	D1 ag	RXFP1 antag
COc1ccc(C(=O)NCc2nnc(SCC(=O)N3CCCCC3)o2)cc1OC	-0.1%	-3	-1.5	1	-16%	11	-2	2	-8
COc1cc(O)c(C(CCN2CCOCC2)c2ccc3c(c2)OCO3)c(OC)c1 (configuration not stated)	1.2%	-4	0.2	9	-3%&-3%	8	-5	4	·
CCN(CC)c1ccc(CN(C(=O)c2cc(OC)c(OC)c(OC)c2)C2CCS(=O)(=O)C2)cc1 (configuration not stated)	1.9%	-7	-0.2	6	-15%	4	-2	1	3
O=C(Nc1cccc(C(F)(F)F)c1)OCCN1CCN(Cc2ccccc2)CCC1=O	0.5%	-1	0.1	-3	-9%&-2%	-2	-6	9	·
NS(=O)(=O)c1cccc2cccnc12	1.3%	25	-0.5	18	-9%	17	-4	4	·
Cc1cc(C)n2nc(SCC(=O)c3ccc[nH]3)nc2n1	6.4%	-5	0.4	-12	-17%	1	-6	3	2
COc1ccc(N(C(=O)c2ccncc2)S(=O)(=O)c2cccc([N+](=O)[O-])c2)cc1	2.7%	-5	-0.4	-8	-15%	·	-6	3	11
COc1ccc(-c2nnn(CC(=O)N3CCN(c4ccccc4OC)CC3)n2)cc1	-3.2%	-1	0.3	-1	-14%	0	-1	2	-5
Cc1cc(C)cc(C(=O)N2CCCCCC2)c1	1.9%	2	-0.3	-10	13µM*	-12	-8	3	-3
O=C(Nc1cc(-c2ccccc2)[nH]n1)c1ccccc1	0.8%	1	0.2	-17	-10%	-2	-1	7	-12
CCN1CCN(CCNC(=O)c2ccc(CS(=O)c3ccc(Cl)cc3)o2)CC1 (configuration not stated)	0.0%	-2	0.0	9	-5%	6	-12	0	7
CCN1CCCC1Cn1cnc2c([nH]c3cccc(Cl)c32)c1=O (configuration not stated)	2.1%	-8	1.8	0	-15%	·	-5	4	-11
Cc1ccc(C)c(NC(=O)c2ccc(OC(=O)c3ccco3)cc2)c1	-0.9%	5	0.1	-8	?	·	-2	5	-2
CC1CCN(C(=O)CNC(=O)c2ccc(Cl)cc2Cl)CC1	2.4%	2	-0.6	-6	0%	1	-6	-1	12
c1cncc(COC2CCCN(Cc3nc(-c4cccs4)no3)C2)c1 (configuration not stated)	-2.1%	1	0.5	7	-5%	-15	-3	2	6
COCCOc1ccc(C(F)(F)F)cc1NC(=O)COC(=O)c1cc[n+]([O-])cc1	0.1%	13	0.2	-17	·	0	-4	6	-2
CCc1cccc(NC(=O)Cn2c(=O)n(CCC(=O)NCc3ccccc3Cl)c(=O)c3sccc32)c1	19%	-6	0.0	1	2%	21	1	5	-5
COc1ccccc1-n1cnc2cc(C(=O)NCC3CCCO3)ccc21 (configuration not stated)	-0.1%	-2	0.1	-14	-2%	-2	-1	0	-4
CCNC(=O)/C=C/c1ccccc1[N+](=O)[O-]	1.6%	-2	-0.9	-20	-7%	-1	-2	-2	-2
CC(=O)Nc1ccc2c(c1)CCCC2=O	-4.5%	-6	0.3	-2	7%	·	6	0	-3
CSc1nc2c(c(=O)[nH]1)C(c1cccs1)C1=C(CCCC1=O)N2 (configuration not stated)	-2.1%	-2	1.8	1	-15%	-8	-8	3	-8
CCOC1OC(=O)C(Cl)=C1Nc1ccc(C)cc1 (configuration not stated)	0.3%	-4	0.3	-6	-5%	-1	1	-1	-13
Cc1cccc(-n2ccc(=O)c(C(=O)Nc3ccc(S(=O)(=O)Nc4onc(C)c4C)cc3)n2)c1	22%	6	-0.9	2	6%	23	0	4	14
COc1ccc(N2C(=O)CSC2c2ccccc2[N+](=O)[O-])cc1 (configuration not stated)	1.6%	2	-0.8	-24	-19%	0	-2	3	7
COc1cc(NC(=O)C(Cc2ccccc2)NS(=O)(=O)c2cccc3nsnc23)cc(OC)c1 (configuration not stated)	2.0%	-2	-1.0	-19	4%	-1	-2	-2	-18
O=S(=O)(c1ccccc1)N1CCN(S(=O)(=O)c2ccc(F)cc2)CC1	0.3%	-3	-0.1	-3	-3%	-5	-2	0	2
Cc1ccc2c(COC(=O)c3ccccc3OC(F)F)cc(=O)oc2c1	2.3%	1	0.7	-4	1%	-5	2	15	-1
CCCN(CC(=O)Nc1ccccc1C)C(=O)c1ccc(S(=O)(=O)N2CCCCCC2)cc1	-1.0%	7	2.6	4	-19%	18	-4	1	-6
O=C(Nc1cc(Sc2ccccn2)cc([N+](=O)[O-])c1)c1ccc([N+](=O)[O-])cc1	-3.4%	-11	-0.1	-21	-7%	-6	-4	6	-19
Cc1cc(=O)[nH]c(N/N=C/c2ccccc2Cl)n1	3.3%	11	-0.6	1	-11%	·	0	0	0
COCc1cc(Sc2ccc(Br)cc2)nc(-c2ccccc2)n1	2.4%	-8	0.1	5	-9%	-2	-3	5	-24
CC1CCCCC1NC(=O)c1cccc(S(=O)(=O)N2CCN(C)CC2)c1 (configuration not stated)	1.2%	-1	0.0	-1	·	-6	1	2	1
N#C/C(=C/c1ccc(N2CCOCC2)o1)C(=O)Nc1ccccc1	1.0%	10	90*	-14	-20%	8	0	215*	-7
C=CC1C(OC2OC(CO)C(O)C(O)C2O)OC=C(C(=O)OC)C1CC1CC(=O)CC(CC(=O)CCc2ccc(O)cc2)O1 (configuration not stated)	2.5%	0	-0.3	10	3%	·	-2	1	13
CCCCCC(C)NC(=O)c1cc(S(=O)(=O)N2CCCCC2)ccc1N1CCOCC1 (configuration not stated)	2.2%	-10	1.0	-2	·	4	-2	1	-1
Cc1ccsc1C(=O)N1CCc2ccccc2C1	0.7%	0	-0.6	2	?	2	6	-1	0
CC[C@H](C)C(N)c1cn([C@@H](CC(N)=O)C(=O)N2CCNCC2)nn1 (some centres not stated)	0.0%	-2	-0.2	-14	·	12	-8	1	·
NC(N)=N/N=C/c1ccc(Cl)c([N+](=O)[O-])c1	2.7%	-2	0.6	-1	-17%	-20	-4	5	-34
COc1cc(NC(=O)c2cc(C)no2)cc(OC)c1OC	0.3%	4	-0.3	-1	4%	10	-1	2	29
Cc1cc2ccccn2c1C(=S)NC(=O)c1ccccc1	2.0%	0	-0.3	-18	-14%	0	-1	-1	-1
Cn1c(N)c(C(=O)COC(=O)c2cc(C(F)(F)F)nc3ccccc23)c(=O)n(Cc2ccccc2)c1=O	2.5%	2	0.5	7	-21%&-21%	-1	-3	0	·
CCC(C)NC(=O)C1c2cc(OC)c(OC)cc2C(=O)N(C)C1c1cccs1 (configuration not stated)	-0.8%	6	0.2	40	-6%	-3	-3	1	-9
CC1CCN(C(=O)CCCNC(=O)Cn2cnc3sc4c(c3c2=O)CCCC4)CC1	-0.7%	-1	-0.4	3	-11%	1	-4	1	-16
CN(c1cccc(NC(=O)c2ccccc2N(C)S(C)(=O)=O)c1)S(C)(=O)=O	-0.3%	-3	-0.4	-7	-9%	-3	-1	3	23
COc1ccc(CCNC(=O)c2cc3c(=O)n4cccc(C)c4nc3n(Cc3ccco3)c2=N)cc1OC	-0.8%	7	-1.3	-15	-22%	12	-4	0	-1
CC(CCc1ccccc1)NC(=O)CNc1cccc([N+](=O)[O-])c1 (configuration not stated)	0.1%	5	-0.6	-17	-16%	-2	0	17	-10
CCOC(=O)Cn1nnc2c(sc3nc4c(c(-c5ccccc5)c32)CCC4)c1=O	0.0%	-8	-0.6	·	-16%	7	-2	2	-11
CCOc1cc(C2c3c(oc4ccccc4c3=O)C(=O)N2c2ccccn2)ccc1O (configuration not stated)	2.0%	-7	0.8	-8	-3%	-8	-3	2	-22
O=C(NCC1CCCO1)c1cc2c(s1)CCC2 (configuration not stated)	3.5%	3	0.4	-3	-4%	10	-1	1	-2
COc1cc2c(cc1OC)CN(C(=O)Cn1ccccc1=O)CC2	-0.9%	-5	0.0	5	-7%	3	-2	5	·
N#Cc1ccc(Cl)cc1NC(=O)COC(=O)c1ccc(S(=O)(=O)N2CCCC2)cc1	20%	0	-0.2	-1	-12%	3	-3	1	-2
O=C(c1ccccc1)c1c[nH]c(C(=O)NCCCn2ccnc2)c1	-0.1%	-3	1.1	5	-9%	-11	-4	1	6
Cc1cc(C(F)F)n2nc(C(=O)Nc3ccccc3F)nc2n1	2.1%	6	0.9	-9	-12%	-2	-3	1	-4
CCCc1[nH][nH]c(=O)c1C(c1cccc(Cl)c1)C(C#N)C#N (configuration not stated)	0.5%	5	-0.2	-14	-11%	-8	-10	2	12
Cc1ccc(CNC(=O)Cc2ccc(-n3cccc3)cc2)cc1	1.3%	3	0.2	3	-3%	6	-1	1	-5
CC(C)(C)C1CCc2nc(NC(=O)Cc3ccc(Cl)cc3)sc2C1 (configuration not stated)	2.9%	-8	-0.6	-19	6%	2	1	2	-20
Cc1cc(C)n(CCCNC(=O)c2ccco2)n1	-2.2%	-5	-0.3	-31*	·	12	-6	1	0
Cn1c(SCc2ccc([N+](=O)[O-])cc2)nc2c(c1=O)SCC2	-0.8%	-2	-1.0	-12	-12%	4	-4	9	-1
Cc1c(NC(=O)c2c(N)n(-c3ccccc3)c3nc4ccccc4nc23)c(=O)n(-c2ccccc2)n1C	1.2%	-5	-2.6	-21	8%	4	-11	2	·

Quoted from the listing:
Reading for `Cc1c(NC(=O)c2c(N)n(-c3ccccc3)c3nc4ccccc4nc23)c(=O)n(-c2ccccc2)n1C` under D1 PAM: -11
Reading for `CC1CCN(C(=O)CCCNC(=O)Cn2cnc3sc4c(c3c2=O)CCCC4)CC1` under RXFP1 agonist: -0.7%
Reading for `Cn1c(N)c(C(=O)COC(=O)c2cc(C(F)(F)F)nc3ccccc23)c(=O)n(Cc2ccccc2)c1=O` under TRHR agonist: 0.5

Among those listed so far, these have a CF3 group:
SMILES	RXFP1 agonist	TRHR PAM	TRHR agonist	D1 antag	Anesthetic bind	D2 potentiator	D1 PAM	D1 ag	RXFP1 antag
O=C(Nc1cccc(C(F)(F)F)c1)OCCN1CCN(Cc2ccccc2)CCC1=O	0.5%	-1	0.1	-3	-9%&-2%	-2	-6	9	·
COCCOc1ccc(C(F)(F)F)cc1NC(=O)COC(=O)c1cc[n+]([O-])cc1	0.1%	13	0.2	-17	·	0	-4	6	-2
Cn1c(N)c(C(=O)COC(=O)c2cc(C(F)(F)F)nc3ccccc23)c(=O)n(Cc2ccccc2)c1=O	2.5%	2	0.5	7	-21%&-21%	-1	-3	0	·

Screening results (PubChem BioAssay)
